TbHK1 inh: blocks Trypanosoma brucei hexokinase 1 activity. recombinant TbHK1, G6PDH-coupled NADH A340. inhibition, % at 10 µM. AID 1430. actives 0.11% (n = 220,000);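 active = inhibition of 50% or more in the single-dose primary screen; inactive = inhibition below 50%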
Runt-CBFb FRET: blocks binding of human RUNX1 Runt domain to CBFb | Cerulean-Runt/Venus-CBFb FRET ratio 530/480, 1 h | inhibition, % at 20 µM | actives 0.46% (n = 220,000) | AID 1496;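 active = inhibition over about 50% at 20 µM in the single-dose screen, limit read from the data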;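 also: 0% = DMSO wells and 100% = excess unlabeled CBFb competitor control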
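Assay system: Cerulean-Runt domain / Medium: Tris 50 mM pH 7.5, KCl, K2SO4, 0.01% BSA / Timing: protein complex preformed 1 h, compound exposure 1 h, room temperature, dark / Measured by: FRET, excitation 422 nm, emission at 530 and 480 nm / Evaluation: loss of energy transfer signal / Control set: 5 µM unlabeled CBFb as full-inhibition high control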
RBBP9 inhibitor: blocks human serine hydrolase RBBP9; O75884; recombinant RBBP9, FP-Rh probe fluorescence polarization; inhibition, % at 7.94 µM; actives 0.2% (n = 220,000);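 active = inhibition above the campaign mean of all tested compounds plus 3 SD, cut at about 14% in these data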;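 also: plate controls were DMSO wells with RBBP9 for no effect and wells lacking RBBP9 protein for full effect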
Target sequence (O75884 whole entry, looked up): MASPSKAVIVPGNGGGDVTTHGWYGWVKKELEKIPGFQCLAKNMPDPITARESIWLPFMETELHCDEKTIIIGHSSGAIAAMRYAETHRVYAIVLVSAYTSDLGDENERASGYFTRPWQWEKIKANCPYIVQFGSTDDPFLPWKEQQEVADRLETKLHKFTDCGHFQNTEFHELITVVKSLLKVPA
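Test system: recombinant human RBBP9; Timing: 30 min then 45 min, 25 °C; Detection: fluorescence polarization; Control set: RBBP9 with DMSO as uninhibited control, no-protein wells as full inhibition; Compound dosing: one concentration, 7.94 µM nominal, 0.794% DMSO; Probe or stimulus: FP-Rh activity-based probe, 375 nM before mixing.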
EBV gp42 block: EBV gp42 inhibition; Fluorescence polarization binding assay, mP read-out; inhibition, % (tested at 21.74 µM); actives 0.42% (n = 220,000); AID 1085; in the data active = inhibition above about 50%
Calpain2 inh: calpain II (pig) inhibition. purified calpain II, fluorogenic peptide substrate, 30 min. inhibition, % at 16 µM. actives 0.37% (n = 220,000);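 active = inhibition above about 50%, limit read from the data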
p47phox inh: inhibitors of human p47phox binding; P14598; p47phox/p22phox peptide binding, fluorescence polarization, 2 h; inhibition, % at 24.7 µM; actives 0.53% (n = 220,000);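 active = inhibition above about 30%, limit read from the data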;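 also: 0% = p47phox with labelled peptide and 100% = labelled peptide alone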
p97 inhibitor: human p97 ATPase inhibition. P55072. recombinant p97 ATPase, Kinase-Glo ATP luminescence, 3 h. inhibition, % at 8 µM. actives 0.42% (n = 220,000). AID 1481; in the data active = inhibition above about 15%;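 also: 0% = DMSO vehicle and 100% = wells lacking enzyme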
Target sequence (P55072 whole entry, looked up): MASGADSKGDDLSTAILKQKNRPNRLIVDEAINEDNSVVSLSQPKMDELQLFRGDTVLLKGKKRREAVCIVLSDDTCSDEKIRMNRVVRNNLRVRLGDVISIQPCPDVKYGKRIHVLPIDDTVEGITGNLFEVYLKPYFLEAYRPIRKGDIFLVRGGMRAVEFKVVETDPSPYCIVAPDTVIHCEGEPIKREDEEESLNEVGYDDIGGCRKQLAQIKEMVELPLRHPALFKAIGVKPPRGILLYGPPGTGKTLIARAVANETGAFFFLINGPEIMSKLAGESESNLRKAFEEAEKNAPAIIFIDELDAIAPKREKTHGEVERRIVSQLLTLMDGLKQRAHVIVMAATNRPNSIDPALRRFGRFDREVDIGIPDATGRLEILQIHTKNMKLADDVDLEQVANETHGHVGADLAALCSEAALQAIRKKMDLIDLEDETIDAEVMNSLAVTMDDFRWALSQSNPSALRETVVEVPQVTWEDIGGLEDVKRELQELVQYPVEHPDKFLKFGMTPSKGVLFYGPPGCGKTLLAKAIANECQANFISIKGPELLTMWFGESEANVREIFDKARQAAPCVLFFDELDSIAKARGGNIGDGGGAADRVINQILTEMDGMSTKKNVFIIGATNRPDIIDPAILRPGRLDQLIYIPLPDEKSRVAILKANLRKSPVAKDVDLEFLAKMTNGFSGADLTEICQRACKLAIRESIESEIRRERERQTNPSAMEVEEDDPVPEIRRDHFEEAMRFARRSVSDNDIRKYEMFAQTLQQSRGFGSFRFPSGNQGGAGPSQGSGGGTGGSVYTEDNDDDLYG
Runt-SMMHC FRET: blocks binding of human RUNX1 Runt domain to CBFb-SMMHC; Q01196+Q13951; Cerulean-Runt/Venus-CBFb-SMMHC FRET ratio 530/480, 1 h; inhibition, % at 20 µM; actives 0.74% (n = 220,000); AID 1434;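 active = mean inhibition across duplicate retests at 20 µM reaching about 50%, limit read from the data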;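 also: 0% = DMSO wells and 100% = wells with excess untagged CBFb-SMMHC; inhibitors lower the FRET ratio by blocking Runt binding to CBFb-SMMHC; some results filed as inactive read as strong as hits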
Furin inhibitor: blocks human furin protease activity; actives 0.061% (n = 220,000); purified furin, fluorogenic substrate cleavage; inhibition, % at 30 µM; in the data active = inhibition above about 25%; also: inactives centre near -15
* = called active by the depositor; / = no result given; [ ] = remark or other dose.

SMILES	TbHK1 inh	Runt-CBFb FRET	RBBP9 inhibitor	EBV gp42 block	Calpain2 inh	p47phox inh	p97 inhibitor	Runt-SMMHC FRET	Furin inhibitor
CC(C)C(NC(=O)COc1ccccc1)C(=O)O (stereo not given)	-3	2	-12	-13	-19	-14	-2	1	-7[20 µM]
COc1ccc(/C=N/n2c(-c3n[nH]c4c3CCC4)n[nH]c2=S)cc1OC	0	14	-1	-11	-29	-2	3	25	-12
O=C(Nc1ccc2c(c1)N(Cc1ccccc1)C(=O)c1ccccc1S2)NC1CC1	-10	-1	-12	-8	-89	-29	7	-2	-23[20 µM]
CC(C)C(NC(=O)OCc1ccccc1)C(=O)OCC(=O)NCc1ccco1 (stereo not given)	4	2	-6	-9	-234	-8	1	-4	-20[20 µM]
COc1ccc(Cn2nnnc2C(c2ccc(N(C)C)cc2)N2CCC(C(N)=O)CC2)cc1 (stereo not given)	-3	8	-6	-1	-26	-10	3	5	-23
Cn1c(=O)oc2cc(S(=O)(=O)NCCC(=O)N3CC=C(c4ccccc4)CC3)ccc21	6	-1	-4	-7	11	-2	7	-3	-23
CC(C)C1NC2(C(=O)c3ccccc3C2=O)C2C(=O)N(c3ccc(F)cc3)C(=O)C12 (stereo not given)	-4	-56	-3	-8	9	-1	3	-86	-20
COC(=O)c1ccccc1NC(=O)c1cnn2c(C(F)F)cc(C3CC3)nc12	-5	-2	-3	5	-67	-5	1	-5	21[20 µM]
O=S(=O)(Nc1ccc(N2CCCCC2)cc1)c1ccc(F)cc1F	-6	6	-5	-8	-14	-11	1	1	-23
COc1ccc(-c2nnc(-c3ccc(N(C)C)cc3)o2)cc1	-9	4	-13	-6	-193	-6	-6	20	-11[20 µM]
Cn1ncc(Cl)c1C(=O)N1CCCc2ccccc21	-5	-1	0	-6	7	-10	-6	1	-12[20 µM]
CCOC(=O)c1ccc(N=Cc2nc(-c3ccccc3)oc2OC(C)=O)cc1	-6	0	-6	-31	-12	-2	-5	6	-11[20 µM]
O=C(CSc1nc2ccccc2s1)Nc1ccc(Cl)c(S(=O)(=O)N2CCOCC2)c1	-2	1	-22	-13	1	-61	5	1	-12
CCN1C(=O)C(CC(=O)NC2CCCCC2)N(CC)C1=O (stereo not given)	2	1	-6	-3	3	0	3	5	-15[20 µM]
CCCCn1nnc(NC(=O)COc2cc(C)ccc2C(C)C)n1	2	-4	-4	-2	-8	-8	-11	-13	5[20 µM]
Cc1cccc(NC(=O)NCCc2c[nH]c3ccccc23)c1	6	-3	-6	-20	7	-12	2	-3	-15[20 µM]
O=C(O)C1CC(O)CN1C(=S)Nc1ccccc1 (stereo not given)	3	2	1	-5	-18	-1	6	3	-14
CC(C)(C)C(=O)NC(=S)Nc1ccccc1N1CCCC1	-4	1	4	-16	18	-6	8	-1	-20
c1ccc(CN2CCN(c3ncnc4c3[nH]c3ccccc34)CC2)cc1	-16	/	0	-5	-51	-7	15*	-5	-32
O=C(c1cccc([N+](=O)[O-])c1)c1ccc2c(c1)C(=O)N(c1c[nH]c(=O)[nH]c1=O)C2=O	-2	-1	-3	-8	13	-3	2	-1	-10
O=C(c1cccs1)N1CCC(C(=O)N2CCN(Cc3ccc4c(c3)OCO4)CC2)CC1	1	1	-6	-23	18	-4	-4	-2	-15
CCOC(=O)c1ccc(NC(=O)CN2C(=O)CSCC2=O)cc1	5	3	-6	-6	-20	-4	1	4	-33
COc1cc(SC)ccc1C(=O)N1CCN(c2ccccc2)CC1	-3	-2	-12	-5	14	-2	-4	13	-18
Cc1sc(NC(=O)Cn2c(=O)oc3ccccc32)nc1-c1ccc(Cl)cc1	-8	2	-14	-30	11	6	4	-1	-11
CC(CN(C)C)CN1c2ccccc2CCc2ccccc21 (stereo not given)	5	2	/	-13	-2	-12	/	-3	-26
CC(C)CSC1=NSC2=NC(=O)/C(=C\c3cccs3)C(=N)N12	-15	-1	-11	-8	-15	-29	1	-3	-3
O=C(Nc1ccc(Cl)cc1)NN1CC(=O)N(c2cccc(C(F)(F)F)c2)CC1=O	-9	-1	-10	-3	-22	-13	-1	0	-19
O=c1c(/C=N/OCc2ccc(Cl)cc2Cl)c[nH]n1-c1cccc(Cl)n1	-6	-1	-3	-7	-11	-27	6	-7	-26
CCCCN=C1CC(C)(C)CC(=O)/C1=C(/O)CCCN1C(=O)c2ccccc2C1=O	-14	0	1	-11	8	/	-1	-1	-2
Cc1ccc(S(=O)(=O)CCC(=O)OCc2ccccc2F)cc1	-4	-1	-3	-3	-11	-4	-5	1	-16
Cc1ccc(S(=O)(=O)NCc2n[nH]c(=S)n2C)cc1	2	1	-5	0	-10	-12	0	-4	-17
COc1cc2c(C(=O)NCc3ccc4c(c3)OCO4)cn(CC(C)C)c(=O)c2cc1OC	-2	-2	-9	-7	-19	-1	4	-5	-25
O=C(NN1C(=O)C2C3CCC(O3)C2C1=O)c1ccco1 (stereo not given)	-2	-3	-6	-18	-11	-1	2	3	-19
COc1cccc(NC(=O)C(C)SCc2ccccc2)c1 (stereo not given)	7	0	-7	-3	42	-11	11	-2	-18
COc1cc(/C=N/NC(=O)CCc2c(C)n[nH]c2C)ccc1O	-31	0	-5	-16	-26	-15	3	-2	-19[20 µM]
Cc1cc(C(F)(F)F)nc(-n2cc(-c3ccccc3)nn2)n1	-10	-2	-2	-16	5	-6	4	3	-25
NC(=O)c1ccc(-n2nnnc2SCC(=O)c2ccc(O)c(O)c2)cc1	-19	3	-9	-3	-12	-3	11	-1	-21
COc1ccccc1NC(=O)Cc1csc(N)n1	9	2	6	-24	-17	-4	5	1	-10
O=[N+]([O-])c1cc(Br)c(O)c(/C=N/Nc2nnnn2-c2cccc3ccccc23)c1	-21	-5	-2	11	-69	-42	8	-12	-6[20 µM]
CCOc1cccc(-c2cc(C(=O)NN)[nH]n2)c1	0	2	-4	-6	-22	-3	2	2	-22
CCC(C(=O)OCC(=O)Nc1cccc(C(C)=O)c1)c1ccccc1 (stereo not given)	1	-2	-4	-1	26	-5	0	0	-15
O=C(NCc1ccc2c3c(cccc13)C(=O)N2)c1cccs1	-8	-8	-11	-20	-52	-3	-5	-32	-6
COc1cc(O)c(C(CCN2CCCC2)c2ccc3c(c2)OCO3)c(OC)c1 (stereo not given)	0	2	/	-32	-1	-6	/	-2	-26
CCNC(=O)c1cc(Cl)ccc1OC	36	-1	-2	-7	11	5	4	0	-10
CNS(=O)(=O)c1ccc(N2CCCC2=O)c([N+](=O)[O-])c1	-2	1	3	-9	22	3	-1	5	-13
CCOC(=O)/C(C#N)=C/c1cccc(F)c1	2	-1	0	-11	3	-5	-2	2	-26
CCCn1c(SCC(=O)Nc2nonc2C)nnc1-c1ccoc1C	-2	0	-6	-10	-25	-7	-5	1	-19
COc1cccc(CN2CCCC(C(=O)N3CCCCC3)C2)c1OC (stereo not given)	2	-2	-8	0	-12	-4	3	-6	-21
CC(=O)N1c2c(cc(Br)cc2S(=O)(=O)NCc2ccc3c(c2)OCO3)CC1C (stereo not given)	-2	0	-2	-4	-6	-16	2	0	-23
COC(=O)Cn1c(=NC(=O)C(C)(C)C)sc2c(C)cc(C)cc21	-5	-2	3	-11	-16	-2	5	2	-31
CC1CCCN(CCCNC(=O)c2cc3c(Cl)nc4ccccc4c3s2)C1 (stereo not given)	10	-2	-2	5	4	20	2	2	-26
CCC(=O)N1N=C(c2ccc(C)o2)CC1c1ccc(OC)cc1 (stereo not given)	-12	0	-1	7	-25	-10	2	-3	-19
Cc1ccc(NS(=O)(=O)c2ccc(CCC(=O)NCCO)cc2)cc1	-9	3	-2	10	-51	4	3	3	-13[20 µM]
CCCCOc1ccc(C(O)C(CN2CCOCC2)c2ccccc2)cc1 (stereo not given)	-7	-2	-4	-11	-12	-5	-4	1	-20
Cc1ccc(C2CC(c3cccs3)=NN2C(=O)CSC2=NN3CCCC(=O)N=C3S2)cc1 (stereo not given)	-35	-2	-9	-13	-68	-37	-1	0	-19
O=C(CCCc1ccccc1)Nc1nncs1	6	0	-6	0	-21	-7	-4	3	-20[20 µM]
COc1ccc(C(CC(=O)N2CCCC2)c2c(OC)cc(OC)c3c(-c4ccccc4)cc(=O)oc23)cc1 (stereo not given)	-8	-3	/	82*	-50	-9	/	-5	-7
O=C(COC(=O)c1ccccc1SCC(=O)NC1CCCCC1)NC1CCCCC1	-7	1	3	-12	30	-13	4	2	-22[20 µM]
CCN=C1S/C(=C\c2ccc(OC)c(OCC)c2)C(=O)N1CC	27	-2	-8	-2	-40	-1	-3	-2	5
NC(CC(=O)OC1CCCCC1)C(=O)OC1CCCCC1 (stereo not given)	-4	-1	3	-24	5	-21	-1	-2	-9
Additional structures.
SMILES	TbHK1 inh	Runt-CBFb FRET	RBBP9 inhibitor	EBV gp42 block	Calpain2 inh	p47phox inh	p97 inhibitor	Runt-SMMHC FRET	Furin inhibitor
CCCC(=O)Nc1nnc(C2CCCO2)s1 (stereo not given)	2	3	-11	-2	23	2	-7	-1	-14
Cc1nnc(SC(C)C)n(N)c1=O	-5	2	-9	-11	-16	1	-4	1	-16
COc1cc(C=O)c(Br)cc1OCC(=O)NCc1ccccc1	-3	-2	-8	3	-2	-2	3	1	-19
CC1(OC(=O)CCc2ccccc2)C(=O)C=C2C=C(c3ccc(C#N)cc3)N(C3CC3)C=C2C1=O (stereo not given)	-29	2	/	-8	-43	-9	/	-1	-15
COc1ccc2c(c1OC)CN1CCc3cc4c(cc3[C@@H]1[C@@H]2O)OCO4	-3	-4	-11	-17	5	-9	6	-15	-15
CC(C)C(=O)Nc1ccc(NC(=O)c2cc3ccccc3o2)cc1	0	0	-9	-11	-6	-17	-3	0	-11[20 µM]
C/C=C/c1ccc(OCCOc2cccc3cccnc23)c(OC)c1	-2	-9	-3	11	22	-9	-7	0	-7
COc1ccc(C(=O)NNc2ccccc2)cc1OC	-1	0	-6	8	-29	-2	1	1	-26[20 µM]
COc1ccc(Nc2c(-c3ccco3)nc3cccc(C)n23)cc1	-8	-23	-3	-11	-92	-9	5	-41	-18
Cc1nc2ncnn2c(C)c1Cc1ccc(Cl)cc1	-4	0	2	7	18	-15	2	0	-18[20 µM]
Cc1cc(C)cc(NC(=O)/C(C#N)=C/c2cn(CC(=O)NCc3ccco3)c3ccccc23)c1	5	-43	-2	-29	-10	-19	1	-58	1
CC(=O)C1=C(O)C(=O)N(c2cc(C(C)(C)C)on2)C1c1ccc(Br)cc1 (stereo not given)	-16	-1	-4	1	-54	-13	4	2	-5
COc1ccc(-n2c(SCc3cn4c(C)cccc4n3)nc3ccccc3c2=O)cc1OC	-14	-6	-9	6	-88	-16	4	0	-17

Quoted at random: 2 records from the list
SMILES	TbHK1 inh	Runt-CBFb FRET	RBBP9 inhibitor	EBV gp42 block	Calpain2 inh	p47phox inh	p97 inhibitor	Runt-SMMHC FRET	Furin inhibitor
COc1ccc(-c2nnc(-c3ccc(N(C)C)cc3)o2)cc1	-9	4	-13	-6	-193	-6	-6	20	-11[20 µM]
COC(=O)Cn1c(=NC(=O)C(C)(C)C)sc2c(C)cc(C)cc21	-5	-2	3	-11	-16	-2	5	2	-31

In another format: results already given.
Values run as follows: TbHK1 inh | Runt-CBFb FRET | RBBP9 inhibitor | EBV gp42 block | Calpain2 inh | p47phox inh | p97 inhibitor | Runt-SMMHC FRET | Furin inhibitor
Cc1nc2ncnn2c(C)c1Cc1ccc(Cl)cc1
    -4 | 0 | 2 | 7 | 18 | -15 | 2 | 0 | -18[20 µM]
Cc1cc(C)cc(NC(=O)/C(C#N)=C/c2cn(CC(=O)NCc3ccco3)c3ccccc23)c1
    5 | -43 | -2 | -29 | -10 | -19 | 1 | -58 | 1
CC(=O)C1=C(O)C(=O)N(c2cc(C(C)(C)C)on2)C1c1ccc(Br)cc1 (stereo not given)
    -16 | -1 | -4 | 1 | -54 | -13 | 4 | 2 | -5

Source: PubChem BioAssay
